Screening results (PubChem BioAssay)
KDM5B inh – Primary screen for KDM5B Histone Demethylases FDH-coupled qHTS. KDM5B demethylase, FDH-coupled NADH fluorescence (FDH is formaldehyde dehydrogenase). Lysine-specific demethylase 5B (Homo sapiens), Q9UGL1. actives 2.6% (n = 220,000). Potency, µM (doses to about 57.7 µM), for inactives: top-dose activity change, negative = inhibition, actives largely listed as inhibitors; active means well fitted inhibition curve with a large enough effect; inconclusive means small, poorly fitted or top-dose-only effect; inactive means no such curve, though single readings can be large or run the other way; further: 0% is about no effect; nearly all actives have a fitted effect of over 70% in size
Target sequence (Q9UGL1 whole entry, looked up): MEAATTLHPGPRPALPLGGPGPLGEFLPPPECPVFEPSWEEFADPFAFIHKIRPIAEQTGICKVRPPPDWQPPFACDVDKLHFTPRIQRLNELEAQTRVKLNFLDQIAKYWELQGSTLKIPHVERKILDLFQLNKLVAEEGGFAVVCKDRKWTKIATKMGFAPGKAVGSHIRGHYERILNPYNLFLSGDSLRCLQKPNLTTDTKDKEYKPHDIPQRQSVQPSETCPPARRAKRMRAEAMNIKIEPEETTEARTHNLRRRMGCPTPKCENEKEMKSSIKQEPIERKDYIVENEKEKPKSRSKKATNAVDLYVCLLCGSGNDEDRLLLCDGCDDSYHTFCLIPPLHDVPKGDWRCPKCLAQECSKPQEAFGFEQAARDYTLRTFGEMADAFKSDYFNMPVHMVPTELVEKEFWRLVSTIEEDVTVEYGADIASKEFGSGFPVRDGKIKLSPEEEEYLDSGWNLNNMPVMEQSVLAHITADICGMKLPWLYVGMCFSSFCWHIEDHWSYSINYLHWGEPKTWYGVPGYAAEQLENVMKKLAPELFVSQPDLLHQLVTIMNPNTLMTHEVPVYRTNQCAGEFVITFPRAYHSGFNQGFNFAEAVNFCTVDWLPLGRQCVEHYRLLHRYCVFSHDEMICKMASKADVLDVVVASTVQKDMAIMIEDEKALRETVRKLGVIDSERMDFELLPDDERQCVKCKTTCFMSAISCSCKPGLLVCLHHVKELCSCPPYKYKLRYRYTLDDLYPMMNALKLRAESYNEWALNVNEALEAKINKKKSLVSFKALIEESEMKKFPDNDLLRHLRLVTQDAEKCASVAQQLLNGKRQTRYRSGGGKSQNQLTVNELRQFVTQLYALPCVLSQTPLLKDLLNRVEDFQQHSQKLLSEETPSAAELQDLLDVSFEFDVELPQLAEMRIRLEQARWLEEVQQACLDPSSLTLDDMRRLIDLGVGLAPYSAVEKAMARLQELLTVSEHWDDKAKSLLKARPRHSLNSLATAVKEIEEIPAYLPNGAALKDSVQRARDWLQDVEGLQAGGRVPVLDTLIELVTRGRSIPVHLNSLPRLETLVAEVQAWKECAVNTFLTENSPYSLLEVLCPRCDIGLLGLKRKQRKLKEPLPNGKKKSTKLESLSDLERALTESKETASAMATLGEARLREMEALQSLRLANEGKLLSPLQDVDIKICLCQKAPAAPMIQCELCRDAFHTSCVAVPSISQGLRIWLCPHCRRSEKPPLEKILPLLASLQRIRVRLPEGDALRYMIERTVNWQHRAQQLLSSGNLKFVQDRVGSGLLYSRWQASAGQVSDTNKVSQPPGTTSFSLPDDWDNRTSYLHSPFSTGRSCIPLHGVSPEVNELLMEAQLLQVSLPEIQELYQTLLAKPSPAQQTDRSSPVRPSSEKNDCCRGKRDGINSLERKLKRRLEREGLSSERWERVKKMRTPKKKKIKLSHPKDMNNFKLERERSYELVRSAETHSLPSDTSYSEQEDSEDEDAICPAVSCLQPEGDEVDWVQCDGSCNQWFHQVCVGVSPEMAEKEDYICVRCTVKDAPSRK
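Measured: NADH fluorescence change, 30 min, RT. System: KDM5BΔAP 200 nM final, H3K4me3 peptide, α-KG, Fe(II), ascorbate, NAD⁺ plus FDH, pH 7.5 HEPES. Compounds: titrated, 10 min pre-incubation with enzyme.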
Numbers without * were called inactive; i = inactive; ? = inconclusive; [ ] = another dose, or the depositor's remark. Potency means the concentration at half of the fitted maximal effect.

smiles | KDM5B inh
CCOc1ccccc1CN1C[C@@H](CO)[C@H](C(=O)N(C)C)C1 | 4%
COc1ccc(CNC(=O)c2cc3sccc3n2Cc2ccc(C)cc2)cc1 | -41%
O=C(Cn1c(=O)oc2cc(S(=O)(=O)NC3CCCC3)ccc21)Nc1ccc(F)c(F)c1 | -21%
COc1ccc(C(=O)N2CCCC(CN3CCOCC3)CC2)cc1OC (stereo not drawn) | 6%
O=C(COc1ccccc1-c1noc(COc2ccccc2)n1)N1CCCCCC1 | 17%
COc1ccccc1CNC(=O)CSC1=NC2(CCCCC2)N=C1c1cccs1 | -8%
CN1CCN([C@H]2CCN(CCCc3ccccc3)C[C@H]2CCC(=O)O)CC1 | ?
COc1ccc2[nH]c(C(=O)N(CC3CC3)CC3CCCO3)c(C)c2c1 (stereo not drawn) | ?
CCOC(=O)c1ccc(N2CCCCC2)c(NS(=O)(=O)c2cccc(C(F)(F)F)c2)c1 | -6%
COc1ccc(Cc2nc3c4c(C)c(C)n(CCO)c4ncn3n2)cc1OC | ?
CCOC(=O)Cn1c(=O)cc(C)c2c(C)nn(-c3cccc(F)c3)c21 | -25%
O=C(Nc1ccc(-c2cn3cccnc3n2)cc1)c1cc(Br)ccc1Cl | ?
COc1ccc(OC)c(C2c3[nH]c4ccccc4c3C[C@H]3C(=O)N(C4CC4)CC(=O)N23)c1 (stereo partly drawn) | 5%
Cc1ccc(C(=O)c2cn(Cc3c(F)cccc3Cl)c3nc(C)ccc3c2=O)cc1 | -29%
CC(SC(C)c1ccccc1F)C(=O)NC(N)=O (stereo not drawn) | -5%

smiles | KDM5B inh
Cn1nc(C(=O)N2CCC(n3c(=O)[nH]c4ccccc43)CC2)c2ccccc2c1=O | -5%
Cc1cccc(NC(=O)Cn2cc(S(=O)(=O)N3CCCC3)c(S(=O)(=O)N3CCCC3)c2)c1C | -18%
COCC(=O)Nc1ccc(-c2noc([C@@H]3CCCN3CC(C)(C)C)n2)cn1 | ?
Cc1ccc([C@H]2C[C@@H](O)[C@@H](O)[C@@H]2NS(=O)(=O)c2ccccc2)cc1 | 20%[86.2 µM]
CC(=O)c1ccc(NC(=O)NC(=O)c2ccc(Cl)cc2)cc1 | 24%
Cc1c(Cl)cccc1NC(=O)CSc1nncn1-c1cccnc1 | -11%
O=C(NCCc1ccccc1)C1CCN(c2cn[nH]c(=O)c2)C1 (stereo not drawn) | -1%
Cc1c(C)c2ccc(OCC(=O)NCCCn3ccnc3)cc2oc1=O | i
O=CNNC(=S)NCc1ccco1 | -22%
Cc1ccc(N(C(=O)c2ccc(C(C)(C)C)cc2)C2C=CS(=O)(=O)C2)cc1Cl (stereo not drawn) | -31%
CCCCCCCCc1nnc(N)s1 | 16%
CN(CC1CCOC1)C(=O)Nc1cccc(Br)c1 (stereo not drawn) | -20%
C[S+](=O)([O-])N1Cc2ccccc2CC2(CCN(CCc3ccccc3)C2)C1 (stereo not drawn) | -1%[115 µM]
COc1ccc(Cn2c(C3CCN(C(=O)c4cccc(C)c4)CC3)n[nH]c2=O)cc1 | -9%
O=C(Cc1ccccc1)N1CCC2(CC1)CN(Cc1ccccc1)CC2CO (stereo not drawn) | ?

smiles | KDM5B inh
c1nc(Nc2ccc(N3CCOCC3)cc2)c2ccsc2n1 | 12%
COc1ccc2cc(C(=O)NC3CCN(C(=O)N4CC5CC(C4)[C@H]4CCCC(=O)N4C5)CC3)[nH]c2c1 (stereo partly drawn) | 28µM*
O=C(Nc1ccc(F)cc1)Nc1sccc1-c1nc2ccccc2s1 | ?
Cc1nc2ccccc2nc1SC(C)C(=O)N(C)Cc1ccccc1 (stereo not drawn) | -7%
S=C(Nc1cccc(Cl)c1)N(CCCN1CCCC1)Cc1cccn1Cc1ccc(Cl)cc1 | ?
Cc1nc(-c2c3n(c(=O)n(CC(=O)NCc4ccc(F)cc4)c2=O)CCCCC3)no1 | 27%
CC(C)CC(=O)N1CCCC(c2nc(-c3ccccc3)no2)CCNC(=O)CC1 (stereo not drawn) | -11%
COCc1ccc2c(c1)c(OC(C)(C)C(=O)NCc1cnccn1)nn2CCC(C)C | -6%[86.2 µM]
COCCN1C(=O)C(=O)/C(=C(/O)c2ccc(OCc3ccccc3)cc2C)C1c1cccnc1 (stereo not drawn) | 8%
O=S(=O)(Cc1ccccc1)N[C@H]1CO[C@H]2[C@@H]1OC[C@@H]2n1cc(-c2ccccn2)nn1 | ?
O[C@H]1[C@H](NCc2ccccn2)[C@H]2CO[C@H](O2)[C@@H]1N1CCN(c2ccccc2)CC1 | ?
O=C(Nc1ccc(-c2nnc3n2CCCC3)cc1)c1cc(-c2ccccc2)n[nH]1 | 32µM*
Cc1c2cnn(CC(=O)Nc3ccc(F)cc3F)c(=O)c2c(C)n1Cc1cccc(Cl)c1 | -13%
CCc1ccc(C(=O)COC(=O)[C@@H](NC(N)=O)[C@@H](C)CC)cc1 | -2%
O=C(Nc1cccc(-n2cccn2)c1)C1CCCN(C2CCN(Cc3ccco3)CC2)C1 (stereo not drawn) | -21%

smiles | KDM5B inh
CC(C)NC(=O)C[C@@H]1O[C@H](Cn2cc(CN(C)Cc3ccccc3)nn2)[C@@H](O)[C@H]1O | -15%[86.2 µM]
COC(=O)c1ccc(CNC2CCCCC2)o1 | 21%
COc1ccccc1-c1c(C)nn2c(SCC(=O)NCc3ccc(C)cc3)cc(C)nc12 | 20%
CCc1noc(-c2cn(C3CCN(C(=O)c4cccc(OC)c4)C3)nn2)n1 (stereo not drawn) | -13%
CCNC(=O)N1CCC(n2c(C)cnc2C2CCC2)CC1 | 19%
CC(=O)NCCc1ncc(C)n1C1CCCCCC1 | 6%
CC(C(=O)NCC1CCN(Cc2ccc(F)cc2)CC1)C1CCOCC1 (stereo not drawn) | 1%
O=C(NC1CCCCCC1)c1cc2c(Cl)nc3ccccc3c2s1 | -17%
COc1ccc(C(CNC(=O)c2cc(S(=O)(=O)NCc3ccco3)ccc2C)N(C)C)cc1 (stereo not drawn) | -14%
C/C(=N\NC(=O)C1CC1c1ccccc1)c1cccc(C)c1 (stereo not drawn) | 19%
Cc1ccccc1S(=O)(=O)N1CCC(Cc2nncn2C)CC1 | ?
CCOc1ccccc1C(=O)N(Cc1ccc(N(C)C)cc1)CC1CCCO1 (stereo not drawn) | -24%
CO[C@H]1[C@H](NC(=O)COc2ccccc2)c2ccccc2C12CCNCC2 | 29%
COc1cccc(NC(=O)C(C)Nc2ccc3oc(C)nc3c2)c1 (stereo not drawn) | ?
O=C(c1cccc(Cl)c1)N1CCc2nc(-c3ccc(Cl)cc3)nc(-c3ccccc3)c2C1 | -22%

Part of the list above, with each value named.
> CC(C)NC(=O)C[C@@H]1O[C@H](Cn2cc(CN(C)Cc3ccccc3)nn2)[C@@H](O)[C@H]1O
  KDM5B inh = -15%[86.2 µM]
> CCNC(=O)N1CCC(n2c(C)cnc2C2CCC2)CC1
  KDM5B inh = 19%
> COc1ccc(C(CNC(=O)c2cc(S(=O)(=O)NCc3ccco3)ccc2C)N(C)C)cc1 (stereo not drawn)
  KDM5B inh = -14%

Next compounds follow.
smiles | KDM5B inh
COc1ccccc1CNS(=O)(=O)c1c(C(=O)N2CCC(C)CC2)c(C)n(C)c1C | 0%
COc1ccc(CCNC(=O)CSc2nc3nc(C)c(Cc4ccc(C)cc4)c(C)n3n2)cc1OC | 15%
CC(C)(C)c1ccc(-c2csc(NC=C(C#N)C#N)n2)cc1 | 1%
COc1ccc2c(C)c(CC(=O)NCCCOC(C)C)c(=O)oc2c1OC | ?
COc1ccc(OC)c(NC(=O)Cn2cnc3ccc(S(=O)(=O)N4CCC(C)CC4)cc3c2=O)c1 | -30%
CC1CC(C)CN(C(=O)c2cc3ccccc3cc2O)C1 (stereo not drawn) | 12%
Cc1ccccc1NC(=O)CNc1nc(Nc2ccccc2)nc(Nc2ccccc2)n1 | 3%
Clc1cccc(-c2ccc(CN3CCN(C4CCNC4)CC3)o2)c1 (stereo not drawn) | ?
Cc1cc(-c2nc3ncccc3o2)ccc1NC(=O)COc1cc(C)c(Cl)c(C)c1 | -28%
CCCCN(CC)c1ccc(NC(=O)c2ccccc2F)cc1C(=O)O | -2%
N#CCN(Cc1ccc(C(F)(F)F)cc1)C1CC1 | -2%
CC1C(c2cccs2)=[N+]([O-])C(C)(c2ccccc2)N1O (stereo not drawn) | 11%
COc1ccc(C(=O)N2CCCC3(C2)NC(=O)N(Cc2cccc(Cl)c2)C3=O)cc1 (stereo not drawn) | 28%
COc1ccc(NC(=O)c2cccc(N3CCCS3(=O)=O)c2)cc1 | 2%
CCc1ccc(Nc2ncncc2-c2nc(-c3ccccc3)no2)cc1 | -12%

smiles | KDM5B inh
Cc1ccsc1C(=O)N1C[C@@H](F)C[C@H]1C(=O)N1CCCCC1 | 0%
Cc1ccc(N2CCn3c2nc2c3c(=O)n(CCCc3ccccc3)c(=O)n2C)cc1 | -20%
CCOC(C)C(=O)Nc1ccc2c(c1)NC(=O)CS2 (stereo not drawn) | 9%
CC(=O)N1CCCC1c1nc(C2CN(C(=O)c3ccsc3)C2)no1 (stereo not drawn) | 18%
Cc1ccc(NC(=O)c2ccc(NC(=O)CCS(=O)(=O)c3cccs3)cc2)cc1F | -12%
CCOc1ccc(N2CC(C)Cn3c2nc2c3c(=O)n(Cc3c(F)cccc3Cl)c(=O)n2C)cc1 (stereo not drawn) | ?
COc1ccc(N2CCN(CC(O)COc3ccc(C(C)C)c(C)c3)CC2)cc1 (stereo not drawn) | ?
CCCn1c(C)cnc1CC1CCCN(S(C)(=O)=O)C1 (stereo not drawn) | -11%
Cc1sc(-c2nc(-c3cccc(Cl)c3)no2)cc1S(=O)(=O)N1CCC2(CC1)OCCO2 | 2%
Cc1cccc(CC(=O)NC2CC(=O)N(c3cccc(F)c3)C2)c1 (stereo not drawn) | 2%
O=C(Nc1ccccc1)N[C@H]1CO[C@H]2[C@@H]1OC[C@@H]2n1nnnc1-c1ccc2c(c1)OCO2 | -17%
COCC1CN(C(C)=O)CC12CCN(C1CCN(C(C)=O)CC1)CC2 (stereo not drawn) | ?
COCc1nnc(NC(=O)Cn2ccc3ccc(Br)cc32)s1 | 0%
CCCn1ncnc1-c1ccc(C(N)=O)c(Cl)c1 | -26%
OC[C@@H]1O[C@H](CNC2CCOCC2)[C@H](N2CCCCC2)[C@@H]1O | -20%[86.2 µM]

smiles | KDM5B inh
O=C(CCc1nnc(-c2ccccc2)o1)NC1CCCCC1 | -11%
O=C1CC(C(=O)Nc2ccc(F)cc2)c2c(nc(SCCc3ccccc3)[nH]c2=O)N1 (stereo not drawn) | 1%
COc1ccc(C(=O)N2CCCC(C(=O)Nc3cccc(C#N)c3)C2)c2ccccc12 (stereo not drawn) | -5%
CCN(CC)CCN1C(=O)c2ccccc2NC1c1ccc(F)cc1 (stereo not drawn) | i
COc1ccc(/C=N/OCc2ccc(Cl)cc2Cl)c(OC)c1 | 24%
COc1ccc(N2CC(NC(=O)c3c(F)cccc3F)CC2=O)cc1 (stereo not drawn) | 9%
COc1ccc(NC(=O)Cn2c(=O)n(-c3ccccc3)c(=O)c3c2cc(C)n3C)cc1OC | -8%
CN(CC(=O)Nc1ccccc1SC(F)F)S(=O)(=O)c1ccc2ccccc2c1 | -3%
CC1=C(C(=O)Nc2ccc(Cl)cc2)C(c2cccs2)n2nc(SCc3cccc(Cl)c3)nc2N1 (stereo not drawn) | -8%
COc1ccccc1NC(=O)C(C)NC(c1ccccc1)c1ccccc1 (stereo not drawn) | 1%
O=C(CCc1ccccc1)N1CCCCCC1c1nc(-c2ccccc2)no1 (stereo not drawn) | ?
CC(=O)N(C)c1ccc(N=Cc2cc3c(cc2[N+](=O)[O-])OCO3)cc1 | ?
CC(C)(C)c1ccc(C(=O)NCCC(=O)NC2CCCCCC2)cc1 | 20%
CCCNC(=O)NCCc1ncc(C)n1C(C)C | -18%
CC1C(=O)CCN(CCO)C1C (stereo not drawn) | 8%

smiles | KDM5B inh
O=C(NCCCN1CCN(c2ccccc2)CC1)c1nnc(Cc2ccc(F)cc2)o1 | ?
O=C1CC2(CCN([S+](=O)([O-])c3cccc(C(F)(F)F)c3)CC2)Oc2ccccc21 | -17%
CC(=O)NC(C)C(=O)NC(C)c1cccc(Cl)c1 (stereo not drawn) | 23%
O=C(CSc1nnc(NC(=O)C2CCC2)s1)Nc1ccccc1 | ?
Cc1nc(-c2ccccc2)n(CC(=O)Nc2ccc(F)cc2)c(=O)c1CCO | -6%
O=C(c1ccncc1)N1CCC(OCC2CC2)C1 (stereo not drawn) | 15%
Cc1cccn2cc(CSc3ncc(C(F)(F)F)cc3Cl)nc12 | 23%
COCCNc1nc(-c2[nH]c(C)c(C(=O)OC)c2C)cs1 | ?

Sorted by value in KDM5B inh (rising): some entries from above.
smiles | KDM5B inh
O=C1CC2(CCN([S+](=O)([O-])c3cccc(C(F)(F)F)c3)CC2)Oc2ccccc21 | -17%
O=C(c1ccncc1)N1CCC(OCC2CC2)C1 (stereo not drawn) | 15%
CC(=O)NC(C)C(=O)NC(C)c1cccc(Cl)c1 (stereo not drawn) | 23%

This is a subset. The share of hits here may be higher or lower than overall.
